Source: PubChem
ATG4B inh – ATG4B protease inhibitors, primary screen, biochemical, fluorescence, uHTS | inhibition, % at 8.33 µM | AID 504462, 2011 | ATG4B cleavage of LC3-PLA2, NBD-HPC fluorescence, 1 h | hit rate 0.51% among 340,000; in the data active = inhibition above about 40%
PfG6PD inh – PfG6PD enzyme inhibitors, primary screen, biochemical, fluorescence intensity, uHTS; glucose-6-phosphate dehydrogenase-6-phosphogluconolactonase (Plasmodium falciparum 3D7); PfGluPho enzyme, NADPH resazurin-diaphorase fluorescence; inhibition, % at 20 µM; hit rate 0.78% among 350,000;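 active = inhibition reaching at least a set limit at 20 µM in the primary screen, cut at about 59% in these data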;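 also: 0% = DMSO wells with substrate and 100% = DMSO wells lacking glucose-6-phosphate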
hIAP act – human IAP activators, primary screen, biochemical, luminescence, uHTS. purified human IAP, CDP-Star luminescence, 30 min; hits give high values; 1 = vehicle-only enzyme, 0 = enzyme-free background. activation factor at 10 µM. hit rate 0.16% among 330,000. AID 2524, 2010;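 active = activation factor of the enzyme at least 2-fold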; also: the source names both 10 and 20 µM as test concentration; values of inactives mirror those of a sister screen read the other way
Target sequence (P09923 whole entry, looked up): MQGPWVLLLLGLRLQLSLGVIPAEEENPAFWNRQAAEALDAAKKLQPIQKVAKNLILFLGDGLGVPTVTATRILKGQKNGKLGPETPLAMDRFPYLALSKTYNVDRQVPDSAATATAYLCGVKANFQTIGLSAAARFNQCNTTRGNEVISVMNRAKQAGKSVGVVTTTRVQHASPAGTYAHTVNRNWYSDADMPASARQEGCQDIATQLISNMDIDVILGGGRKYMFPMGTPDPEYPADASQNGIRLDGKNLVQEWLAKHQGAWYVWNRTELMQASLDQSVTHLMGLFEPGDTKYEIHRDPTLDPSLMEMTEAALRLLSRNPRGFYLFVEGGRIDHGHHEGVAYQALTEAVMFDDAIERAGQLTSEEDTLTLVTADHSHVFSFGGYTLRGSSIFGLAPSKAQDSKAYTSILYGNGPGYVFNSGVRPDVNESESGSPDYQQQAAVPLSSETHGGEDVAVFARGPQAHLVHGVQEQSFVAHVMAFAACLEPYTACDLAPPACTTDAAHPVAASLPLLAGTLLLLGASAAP
GRIN3A LBD mod – binders of NR3A ligand-binding domain, primary screen, biophysical, differential scanning fluorimetry, uHTS; hit rate 2.5% among 340,000; Glutamate receptor ionotropic, NMDA 3A (GRIN3A) ligand-binding domain; NR3A LBD differential scanning fluorimetry, Tm shift; 0% = protein alone, 100% = glycine-bound protein; Tm shift relative to glycine control, % at 25 µM;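 active = melting temperature shift of at least 10% of the positive control shift, at one fixed dose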
SENP1 inh – human SENP1 catalytic domain inhibitors, primary screen, biochemical, FRET, uHTS | recombinant SENP1 catalytic domain, CyPet-SUMO1-YPet FRET cleavage | inhibition, % at 10 µM | hit rate 0.21% among 360,000;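 active = inhibition at least 30% at 10 µM, raw YFP signal under a set limit, fluorescence ratio 0.5 to 1.5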;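 also: 0% = enzyme with DMSO and 100% = no enzyme wells; some results filed as inactive read as strong as hits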
Target sequence (Q9P0U3 419-644 limits assumed): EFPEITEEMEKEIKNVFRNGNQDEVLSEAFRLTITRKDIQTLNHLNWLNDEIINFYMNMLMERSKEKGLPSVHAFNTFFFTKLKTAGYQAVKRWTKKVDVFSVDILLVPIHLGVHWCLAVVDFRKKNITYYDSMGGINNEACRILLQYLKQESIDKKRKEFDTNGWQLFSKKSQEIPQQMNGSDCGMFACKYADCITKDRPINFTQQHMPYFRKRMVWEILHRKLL
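Test system: human SENP1 catalytic domain; medium: Tris pH 8 buffer plus EDTA, NaCl, BME, BSA, NP40, catalase; incubation: 50 min reaction at room temperature; technique: FRET, CFP and YFP emission; controls: no-enzyme low control and enzyme-plus-DMSO high control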
MPTP block – mitochondrial permeability transition pore inhibitors, primary screen, biochemical, isolated mouse mitochondria, absorbance; Ca2+ swelling absorbance, 30 min; inhibition, % at 10 µM; hit rate 1.4% among 360,000; AID 602449, 2012;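 active = inhibition of 50% or more, scaled per plate between neutral and stimulator controls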;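 also: 0% = DMSO wells given calcium and 100% = 1 mM EGTA wells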
SENP6 inh – SENP6 protease inhibitors, primary screen, biochemical, luminescence, uHTS; Recombinant SENP6 catalytic domain, aminoluciferin luminescence; hit rate 1.8% among 330,000; Sentrin-specific protease 6 (Homo sapiens), Q9GZR1; AID 2599, 2010; inhibition, % at 10 µM;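 active = inhibition above about 50% at the single tested dose, limit read from the data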;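 also: plate controls were DMSO wells with enzyme for no effect and DMSO wells lacking enzyme for full effect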
SENP8 inh – human SENP8 protease inhibitors, primary screen, biochemical, fluorescence, Nedd8 protein substrate, uHTS; Sentrin-specific protease 8 (Homo sapiens), Q96LD8; recombinant SENP8; inhibition, % at 20 µM; hit rate 0.64% among 360,000; in the data active = inhibition mostly above about 40%, no sharp cut-off; inactive = mostly below about 27%
Target sequence (Q96LD8 whole entry, looked up): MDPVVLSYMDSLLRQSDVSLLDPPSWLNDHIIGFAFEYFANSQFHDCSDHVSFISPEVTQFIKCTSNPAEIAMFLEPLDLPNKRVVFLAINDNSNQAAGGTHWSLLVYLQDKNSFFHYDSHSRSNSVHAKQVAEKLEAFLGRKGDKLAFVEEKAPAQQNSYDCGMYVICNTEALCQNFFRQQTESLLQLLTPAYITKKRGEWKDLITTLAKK
Numbers without * were called inactive; . = not tested or not shown.

SMILES | ATG4B inh | PfG6PD inh | hIAP act | GRIN3A LBD mod | SENP1 inh | MPTP block | SENP6 inh | SENP8 inh
CCC1(C)Cc2ccccc2-c2nc3n(c(=O)c21)CCCCC3 (stereo not drawn) | 9 | 16 | 0.79 | 0 | 1 | 1.5 | 0 | 18
CCCCOCCCNC(=O)c1ccccc1OCC | -6 | 19 | 0.94 | 1 | 0 | 0.3 | 0 | 6
O=C(Nc1ccc(C(F)(F)F)cc1)C1CCCN1S(=O)(=O)c1cccc2cccnc12 (stereo not drawn) | 10 | 7 | 0.93 | -2 | -5 | 25 | 1 | 8
O=C(Nc1ccccc1Cl)c1ccccc1S(=O)(=O)c1ccccc1[N+](=O)[O-] | -5 | 49 | 0.97 | -1 | 1 | 0.0 | 2 | 9
Cc1ccc2nsnc2c1NC(=S)NC(=O)c1ccco1 | 2 | -6 | 1 | 1 | 0 | -9.7 | 4 | -3
C=CC[C@H](CC(=O)N(CCO)Cc1ccccc1)C(=O)NCCOC(=O)[C@@H](CC=C)CC(=O)OC(C)(C)C | 6 | -18 | 1.2 | -3 | 4 | -0.7 | -7 | 7
COc1ccc(-c2nc(CSCC(=O)N3CCC(C(N)=O)CC3)c(C)o2)cc1OC | -13 | 22 | 0.89 | 0 | 0 | -1.9 | -1 | 0
COc1ccccc1/C=N/NC(=O)C(=O)Nc1ccccc1OC(F)(F)C(F)F | -3 | 10 | 1 | -22 | 2 | 3.5 | -8 | -17
Cc1ccc(C=C2C=C(c3ccccc3)OC2=O)cc1 | . | 5 | . | . | -77 | 0.8 | . | -25
Cc1cc(F)ccc1NCC(=O)Nc1ccc(Br)cc1C | 2 | -3 | 1.1 | -8 | 2 | 17 | -8 | -1
COc1ccc(-c2coc3cc(O)c(OC)cc3c2=O)cc1 | 1 | 14 | 0.9 | 0 | -2 | 1.0 | 46 | -495
O=[N+]([O-])c1ccc(C=Nc2ccc(Cl)c([N+](=O)[O-])c2)s1 | . | . | 0.82 | . | 5 | -0.7 | 50* | 76*
CC(=O)Oc1ccc2nc(-c3ccc(Br)o3)oc(=O)c2c1 | 1 | -14 | 1.1 | 2 | -4 | -0.3 | 25 | -189
CC1CN(S(=O)(=O)c2cn(C)c(=O)n(C)c2=O)CC(C)O1 (stereo not drawn) | 2 | -18 | 1.1 | 2 | 3 | 0.2 | -10 | 10
O=C(COc1ccc(Cl)cc1)Nc1ccc2[nH]ncc2c1 | -4 | 1 | 1.1 | 1 | 0 | -0.2 | 11 | 8
COc1ccc([N+](=O)[O-])cc1NC(=O)c1ccc(N2C(=O)CCC2=O)cc1 | -1 | -6 | 1.2 | -1 | -2 | 3.0 | -11 | 15
O=C(O)CCN(CCC(=O)O)c1ccccc1 | -10 | 7 | 1 | 2 | 3 | 8.2 | 4 | 9
COc1ccc(-c2cnnc(N/N=C/c3ccc(OC)c(OC)c3)n2)cc1 | -17 | 4 | 1 | -22 | 1 | 0.6 | -4 | 28
CCOc1ccc(NC(=O)CCn2cccc2)cc1 | -6 | -4 | 0.98 | 5 | 2 | -4.3 | -19 | 35
Cc1nn(-c2cc(N(S(C)(=O)=O)S(C)(=O)=O)c(Cl)cc2Cl)c(=O)n1C | -1 | -2 | 0.91 | 0 | 0 | 0.1 | 9 | 9
NC(=S)N=Nc1ccc(O)cc1 | -12 | 43 | . | -1 | -1 | 6.5 | . | 22
COc1cc(CN2CCCC(C(=O)N3CCc4ccccc4C3)C2)cc(OC)c1OC (stereo not drawn) | -10 | 10 | 1.2 | -3 | 0 | -0.4 | 2 | 6
O=C(NC1CCCCC1)C(c1ccccn1)N(C(=O)c1csnn1)C1CCCCC1 (stereo not drawn) | 2 | -10 | 1 | -2 | 2 | -0.9 | 5 | 18
Cn1cc(CNC(=O)c2cc(-c3ccc(Br)cc3)nc3ccccc23)cn1 | -15 | 2 | 1.1 | -3 | 1 | -0.4 | 0 | -30
CCOC(=O)CNC(=O)C1(/C=C/c2ccccc2)CC(=O)N1c1ccc(OC)cc1 (stereo not drawn) | 2 | 8 | 1.1 | -9 | 4 | -0.3 | -25 | 6
COc1ccc(C)cc1NC(=O)CCC(=O)Nc1nnc(C(F)(F)F)s1 | -2 | -18 | 0.97 | 2 | 0 | 1.5 | -6 | 14
COc1ccc(C(CC(=O)O)N2C(=O)CCC2=O)cc1 (stereo not drawn) | 7 | -8 | 0.86 | -2 | 0 | -0.8 | 1 | 18
Cc1ccc2nc(-c3ccccn3)cc(C(=O)Nc3ccc4c(c3)OCO4)c2c1 | 1 | -3 | 1.2 | -4 | 1 | 2.2 | -20 | 2
COc1cc(/C=N/NC(=O)Cc2ccccc2)cc(OC)c1OC | -7 | -2 | 0.94 | -2 | 1 | 0.1 | -11 | 4
CN(C)S(=O)(=O)c1ccc(C(=O)NCc2nnc(SCC(=O)Nc3ccc(F)cc3)n2-c2ccc(F)cc2)cc1 | -18 | 2 | 0.96 | -11 | 1 | 1.3 | 6 | 9
O=C(Cn1cnc2c(OCc3ccccc3)ncnc21)NCc1ccc2[nH]ccc2c1 | . | -8 | 1.1 | -1 | 1 | -0.1 | -21 | 14
CC(/C=N/NC(=O)c1nnn(-c2nonc2N)c1CN1CCCCC1)c1ccccc1 (stereo not drawn) | 2 | -39 | 1 | -1 | 1 | -1.8 | -10 | 8
Cc1nc2cc(NC(=O)NC(C)(C)C)ccc2n1C | -9 | 7 | 0.98 | -1 | 0 | 1.9 | 6 | 23
C=CCN1C(=O)C(Cc2ccc(SC(F)F)cc2)SC1=Nc1ccc(C(=O)O)cc1 (stereo not drawn) | 17 | -33 | 0.92 | 0 | 0 | 0.2 | 23 | 6
COc1ccc(C(=O)Nc2ccc(C(F)(F)F)n(C)c2=O)cc1 | -7 | 2 | 1.1 | 3 | 1 | -0.7 | 17 | -80
CCc1nc(N2CCN(C(=O)CCCl)CC2)c2c3c(sc2n1)CCCC3 | . | -8 | . | . | 3 | 1.1 | . | 12
COc1ccc(N2CCN(C(=O)c3cn(CC4CCCCC4)nn3)CC2)cc1 | 5 | 0 | 1.1 | 0 | 1 | 0.5 | -8 | 17
CCN(CC)C(=O)C(=O)Nc1ccc(OCc2ccccc2)cc1 | -1 | -15 | 0.98 | 0 | 2 | -2.3 | -10 | -3
CN1c2ccsc2C(O)=C(C(=O)Nc2ccccc2)S1(=O)=O | -9 | 6 | 1.1 | -10 | -122 | 0.3 | -4 | -24
COC(=O)C1C2C=CC3(CN(C4CCCC4)C(=O)C13)O2 (stereo not drawn) | -7 | -15 | 1 | 3 | 0 | -0.4 | -11 | 5
COc1ccc(-c2nc(CN3CCC(C(=O)N4CCOCC4)CC3)c(C)o2)cc1C | 24 | 6 | 1 | 3 | -6 | -1.3 | -4 | -1
O=C(CCC1CCCN(C(=O)COc2ccccc2)C1)N1CCN(c2ccccn2)CC1 (stereo not drawn) | -7 | 7 | 1 | -1 | 3 | -0.4 | -5 | -20
O=C(NCCNC(=O)c1ccc(-c2cc(Cl)ccc2Cl)o1)c1cnccn1 | . | -9 | . | . | 0 | 0.5 | . | 11
CCN(CC)CCOC(=O)c1cc(Cl)c(N)cc1OC | 4 | -4 | 1 | -1 | 0 | 1.7 | 0 | -30
CCCOc1ccccc1C(=O)NCCCC(=O)O | 5 | -9 | 0.98 | 0 | 2 | -0.7 | -15 | 37
Cc1ccc(-n2c(C)cc(C(=O)Cn3nc(C(=O)O)c4ccccc4c3=O)c2C)cc1 | 8 | -1 | 1.1 | -2 | 0 | 5.2 | -2 | 19
COc1ccccc1CCNC(=O)c1ccc(OC)c(OC2CCN(C(C)C)CC2)c1 | -6 | 12 | 1.1 | 0 | -5 | -0.7 | -8 | 8
Cc1ccc(C)c(S(=O)(=O)N/N=C/c2ccc(N3CCOCC3)cc2)c1 | -9 | 10 | 0.96 | -1 | 13 | 0.4 | 27 | -6
Cc1n(N)c2ccccc2[n+]1CC(=O)c1ccccc1 | 6 | -1 | 0.96 | -3 | 0 | -0.9 | 0 | 6
CC(=O)N1CCC(C(=O)Nc2ccc(S(=O)(=O)NCCc3ccccc3)cc2)CC1 | -9 | -14 | 1.2 | 0 | -1 | 0.1 | -10 | 19
CSC1=NCCN1C(=O)c1ccc2c(c1)OCO2 | -4 | 1 | 1.2 | -1 | 3 | 2.2 | -12 | 15
CN(C)S(=O)(=O)c1ccc(N2CCOCC2)c(C(=O)O)c1 | -9 | 14 | 0.88 | 2 | -2 | 0.5 | -4 | 29
c1ccc(SCc2cn3cccnc3n2)nc1 | -3 | 7 | 1 | 0 | 2 | 1.2 | -16 | -395
Cc1nc(SCC(=O)NC2CCCCC2C)c(C#N)c(C)c1C (stereo not drawn) | -9 | -15 | 0.79 | 0 | 1 | 0.8 | -7 | 10
O=C(CSc1nnnn1-c1ccccc1)Nc1ncc(Cc2cccc(Cl)c2Cl)s1 | -4 | 0 | 1.2 | 2 | -2 | 1.9 | 3 | 9
Cc1cc(/C=C2/NC(=O)NC2=O)c(C)n1C | -15 | 25 | 1.3 | -2 | -7 | 1.8 | -9 | -37
O=C(NC12CC3CC(CC(C3)C1)C2)c1ccc([N+](=O)[O-])o1 | -1 | -8 | 0.86 | 1 | 0 | -0.6 | 10 | 27
Cc1cc(C(=S)N2CCOCC2)c(C)n1-c1ccc(Cl)cc1 | 10 | 28 | 0.9 | 2 | -1 | 2.0 | -33 | 12
O=C(N[C@H]1C/C=C\C[C@@H](CC(=O)N(CCO)Cc2ccccc2)C(=O)N[C@H](Cc2c[nH]c3ccccc23)COC1=O)OCC1c2ccccc2-c2ccccc21 | 19 | 9 | 1 | -5 | -2 | -2.5 | -7 | 4
C[C@H](CO)N1C[C@H](C)[C@@H](CN(C)Cc2ccc(C(=O)O)cc2)Oc2ccc(NC(=O)Cn3cnnn3)cc2C1=O | . | -13 | 1.2 | 1 | -1 | -0.4 | -11 | -10
COc1ccc(S(=O)(=O)N2CCOCC2)cc1NC(=O)COc1ncnc2ccccc12 | 2 | -13 | 1 | -1 | 1 | -1.1 | 7 | 4
CN(c1ccc(F)cc1)S(=O)(=O)c1ccc(Cl)c(C(=O)Nc2ccncc2)c1 | -8 | 1 | 0.96 | -1 | -2 | 50 | -11 | -2
O=C(Nc1ncc2c(n1)-c1ccccc1CC2)C1CC1 | 6 | 7 | 1.1 | -2 | 2 | -1.4 | -2 | 15

Compounds were not picked by outcome; overall some 6.7% were active at least once.
